GPR151 activ – activates the human receptor GPR151. Q8TDV0. PathHunter beta-arrestin GPR151 cells, luminescence. activation, % at 11.2 µM. 1% of 650,000 active; in the data active = activation above about 4.9%;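 also: 0% = median of compound wells and 100% = cells with positive control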
Target sequence (Q8TDV0 whole entry, looked up): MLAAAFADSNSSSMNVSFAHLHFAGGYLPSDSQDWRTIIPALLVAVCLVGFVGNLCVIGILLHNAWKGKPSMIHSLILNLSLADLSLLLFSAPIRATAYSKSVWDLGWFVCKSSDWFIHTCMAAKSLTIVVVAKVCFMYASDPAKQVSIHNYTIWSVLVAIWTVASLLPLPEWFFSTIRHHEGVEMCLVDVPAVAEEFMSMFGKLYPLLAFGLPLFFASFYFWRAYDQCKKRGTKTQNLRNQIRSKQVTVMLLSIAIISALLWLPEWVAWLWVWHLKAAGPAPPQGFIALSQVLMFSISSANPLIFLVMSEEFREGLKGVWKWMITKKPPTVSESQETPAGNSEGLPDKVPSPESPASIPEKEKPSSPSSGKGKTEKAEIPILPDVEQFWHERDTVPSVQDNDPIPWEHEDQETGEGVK
FBW7 act – human FBW7 E3 ligase activation, primary screen; AID 1259310; normalized activity (activation), % at 26.1 µM; 0.13% of 650,000 active; AlphaScreen FBW7–phospho-cyclin E peptide binding, activator screen; in the data active = normalized activity above about 1.9%;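 also: purified mutant Fbw7 with reduced substrate affinity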
TEAD-YAP block – TEAD-YAP interaction inhibition; AID 1259422; HEK-TIYL cells, TEAD-Gal4/YAP UAS-luciferase luminescence; 1.4% of 640,000 active; inhibition, % at 9.12 µM; in the data active = inhibition above about 32%;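 also: 0% = median of test compound wells and 100% = reference inhibitor wells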
MITF inh – blocks human microphthalmia-associated transcription factor. inhibition, % at 2.6 µM. AlphaScreen MITF homodimerization, bead proximity signal. 0.91% of 650,000 active. O75030; in the data active = inhibition above about 50%;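 also: 0% = vehicle wells with protein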
Target sequence (O75030 whole entry, looked up): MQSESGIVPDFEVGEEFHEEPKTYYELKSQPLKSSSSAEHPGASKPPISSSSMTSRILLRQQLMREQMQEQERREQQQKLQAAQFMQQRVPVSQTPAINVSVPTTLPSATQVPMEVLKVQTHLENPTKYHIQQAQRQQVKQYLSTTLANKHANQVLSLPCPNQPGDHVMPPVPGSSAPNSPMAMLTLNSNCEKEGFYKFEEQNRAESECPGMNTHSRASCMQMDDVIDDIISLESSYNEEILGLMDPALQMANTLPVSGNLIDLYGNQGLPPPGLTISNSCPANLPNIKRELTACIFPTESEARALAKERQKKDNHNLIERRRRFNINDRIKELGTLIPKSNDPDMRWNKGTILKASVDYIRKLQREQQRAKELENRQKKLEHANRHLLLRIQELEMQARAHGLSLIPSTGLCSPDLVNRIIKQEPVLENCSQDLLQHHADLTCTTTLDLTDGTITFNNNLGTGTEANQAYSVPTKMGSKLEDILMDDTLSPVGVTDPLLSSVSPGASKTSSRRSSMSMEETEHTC
* marks the source's active call; other numbers are inactive results; & = joins results of further samples.

Start of the data: the first 7 entries, to show the layout:
SMILES	GPR151 activ	FBW7 act	TEAD-YAP block	MITF inh
CCOC(=O)N1CCC(NC(=O)c2cc3sc(Cl)cc3n2CC)CC1	0.5	-0.1	-3	13
CC1CCN(c2ccc3nnc(CCC(=O)N4CCN(C)CC4)n3n2)CC1	1.2	0.0	4	8
CC(=O)C1=C(O)C(=O)N(CC(=O)O)C1c1cccc([N+](=O)[O-])c1 (centres undefined)	-0.8	-0.1	-3	10
Cc1ccc(NC(=O)N2CCC(CN3CCOCC3)CC2)cc1	-1.9	0.1	5	7
O=C(NCC1CCCCC1)C1CCCN1C(=O)NC1CCCCC1 (centres undefined)	0.4	-0.1	3	4
COc1cc(OC)c(C2C(C#N)=C(N)Oc3nc[nH]c(=O)c32)cc1OC (centres undefined)	-1.1	1.7	14	15
Cc1nc(COC(=O)c2ccc3c(c2[N+](=O)[O-])C(=O)c2ccccc2C3=O)cs1	-0.7	-0.1	5	-12

The list itself, previewed entries included:
SMILES	GPR151 activ	FBW7 act	TEAD-YAP block	MITF inh
CCOC(=O)N1CCC(NC(=O)c2cc3sc(Cl)cc3n2CC)CC1	0.5	-0.1	-3	13
CC1CCN(c2ccc3nnc(CCC(=O)N4CCN(C)CC4)n3n2)CC1	1.2	0.0	4	8
CC(=O)C1=C(O)C(=O)N(CC(=O)O)C1c1cccc([N+](=O)[O-])c1 (centres undefined)	-0.8	-0.1	-3	10
Cc1ccc(NC(=O)N2CCC(CN3CCOCC3)CC2)cc1	-1.9	0.1	5	7
O=C(NCC1CCCCC1)C1CCCN1C(=O)NC1CCCCC1 (centres undefined)	0.4	-0.1	3	4
COc1cc(OC)c(C2C(C#N)=C(N)Oc3nc[nH]c(=O)c32)cc1OC (centres undefined)	-1.1	1.7	14	15
Cc1nc(COC(=O)c2ccc3c(c2[N+](=O)[O-])C(=O)c2ccccc2C3=O)cs1	-0.7	-0.1	5	-12
CCOC(=O)C(Sc1ccccc1)(Sc1ccccc1)P(=O)(OCC)OCC	-0.1	-0.1	5	0
COC(=O)c1ccc(NC(=O)CN(C)CCC#N)cc1	2.6	0.0	5	14
CC(=O)Nc1cc(Cl)ccc1Oc1ccccc1	0.5	0.1	2	-14
COc1ccc(NCc2n[nH]nc2-c2ccccc2)cc1Cl	0.0	-0.1	-4	-3
O=C(CSc1nc2ccccc2s1)Nc1ccccc1Oc1ccccc1	0.6	0.0	-5	-17
C=CCOC(=O)c1cc(-c2ccc(/C=C3/C(=O)N(c4cccc(Br)c4)N=C3C)o2)ccc1Cl	-0.3	0.0	-3	-3
COCCCNC(=O)c1ccc(Cl)cc1Cl	-0.9	0.0	-10	1
O=C(/C=C/c1ccc(-c2ccccc2[N+](=O)[O-])o1)Nc1cccnc1	0.1	0.1	-13	-11
CC1(c2cccc(F)c2)C(=O)Nc2cccc(Cl)c21 (centres undefined)	0.4	0.1	3	15
CN(C)c1ccc(NC(=O)CN(C)S(=O)(=O)c2ccc(Br)cc2)cc1	0.0	-0.3	-3	5
Nc1ccc2nc(-c3ccccc3-c3nc4ccc(N)cc4[nH]3)[nH]c2c1	-0.8	0.1	10	-6
CCOc1ccccc1C1C(C(=O)OCCOc2ccccc2)=C(C)NC2=C1C(=O)CC(c1ccccc1)C2 (centres undefined)	-0.7	1.3	-3	4
CC(=O)NC1C2CC3CC(C2)CC1C3 (centres undefined)	2.5	0.0	4	11
CCS(=O)(=O)N1CCC(N2CCCCC2)CC1	2.5	-0.1	3	11
CN(C)C(=O)Cn1nc(-c2cccs2)n(-c2ccncc2)c1=O	-0.4	0.1	11	5
O=C(COc1ccccc1)NCCc1nnc2n1CCN(Cc1ccoc1)CC2	-1.3	0.1	0	-15
O=c1cc(-c2ccccc2)ss1	-1.0	0.1	17	10
CCOc1ccc(S(=O)(=O)NCCc2sc(-c3ccccc3)nc2C)cc1	-0.4	-0.1	1	4
O=C(Nc1cccc(N2CCC(NCCn3ccnc3)CC2)c1)C1CC1	-0.2	0.0	8	2
CN(CC(=O)Nc1cccc(F)c1)S(=O)(=O)c1cccc2cccnc12	-0.1	0.8	6	5
Cc1ccccc1-c1ccc2ccccc2n1	-1.6	0.2	7	-3
CCCCSc1nnc2c(n1)OC(c1ccc(Cl)cc1)Nc1ccccc1-2 (centres undefined)	1.0	0.6	-22	6
O=C(CSc1ccccn1)Nc1ccc(Oc2ccc(NC(=O)CSc3ccccn3)cc2)cc1	0.5	-0.1	1	-16
CC12CN3CC(C)(CN(C1)C3c1ccc(O)cc1O)C2O (centres undefined)	-0.6	0.3	5	15
O=C(CSc1ccc2nnc(-c3cccc(F)c3)n2n1)N1CCOCC1	-0.1	-0.1	4	7
O=C1CCCC/C1=C/Nc1cc(Cl)cc(Cl)c1	1.3	-0.2	-6	-4
Cc1ccccc1/C=N/NC(=O)COc1ccc(Cl)cc1	-2.4	0.2	2	30
COc1cccc(CNC(=O)CCC2CCCN(c3cc(C)nc(N4CCCC4)n3)C2)c1 (centres undefined)	-0.6	-0.1	-7	3
O=C1c2ccccc2C(=O)N1CCCOc1ccc2c(c1)CCC2	-3.2	0.6	0	18
O=C(CSc1nc2ccsc2c(=O)n1-c1ccc(Br)cc1)NCC1CCCO1 (centres undefined)	2.0	-0.2	1	-5
Cc1ccc(Cl)cc1NC(=O)CN(c1ccc(Cl)cc1)S(C)(=O)=O	-1.3	-0.1	13	1
O=C(O)C1C2C=CC(C2)C1C(=O)Nc1nncs1 (centres undefined)	0.8	0.0	5	-4
O/N=C1/CCCc2c1[nH]c1ccccc21	-1.9	-0.2	5	-6
CC1=C(C(=O)NC(C)C)C2(CCC(C)CC2)OC1=O (centres undefined)	-0.4	0.1	-5	-6
CC1(c2cccc([N+](=O)[O-])c2)CC(C)(C)N(C(=O)c2ccccc2)c2ccccc21 (centres undefined)	-0.4	-0.1	8	7
CC1=CC(C)C(COC(=O)CN2CCCC2)C(C)C1 (centres undefined)	-0.2	0.0	4	14
COc1cc(/C=C/C(=O)O)cc(S(=O)(=O)NCCCC(=O)O)c1OC	1.3	0.1	-9	14
COc1ccccc1NC(=O)c1c(O)c2ccccc2n(C)c1=O	-0.8	0.1	6	9
Fc1ccccc1CN1CCN(Cc2c[nH]c3ccccc23)CC1	2.2	0.2	15	65*
CCCNc1nc(Oc2ccccc2)ncc1C	0.5	-0.1	3	18
CCOc1cc2c(cc1OC)C(c1ccc3c(c1)OCO3)NCC2 (centres undefined)	0.3	0.6	-2	-3
COc1ccccc1NC(=S)N1CCc2cc(OC)c(OC)cc2C1COc1ccccc1OC (centres undefined)	-1.6	0.3	0	11
O=C(O)c1ccc(Sc2nnnn2-c2ccccc2)c([N+](=O)[O-])c1	0.6&0.4	0.9&0.0	-2&-3	17&-2
CCOc1cccc(C2CC(c3ccc(CC)cc3)=NC(c3ccc(C(F)(F)F)cc3)N2)c1O (centres undefined)	-0.5	-0.2	3	-10
c1cc(N2CCOCC2)ncc1-c1nc(NC2CC2)c2ncn(C3CCCCC3)c2n1	2.3	0.1	-10	16
COc1ccc(CNCC(CO)C2(Cc3ccccc3)CCOC(C)(C)C2)cc1 (centres undefined)	0.7	-0.1	2	-3
COc1ccc(C2N(c3ccc(Cl)cc3)N=C(C(C)=O)N(C)N2C(C)=O)cc1 (centres undefined)	0.1	-0.1	8	19
Cc1ccc(S(=O)(=O)N(C)C(=Nc2ccccc2)c2ccccc2)cc1	0.5	0.0	5	3
CC(C)Cn1cc(C(=O)NCCCc2ccncc2)c(=O)c(C(=O)N2CCCCCC2)c1	-1.3	0.0	7	-12
CC(C)n1cnc2c(NCc3cccnc3)nc(Nc3ccccc3)nc21	3.7	-0.1	4	9
CN1C(=O)c2cccc(NC(=O)c3cccc(C(F)(F)F)c3)c2C1=O	-0.3	-0.1	-7	-2
CCCCOc1ccc(C(=O)N/N=C/c2ccccc2)cc1	0.8	0.0	10	14
CCCCNC(=O)C(=O)NC(C)CCc1ccccc1 (centres undefined)	0.1	0.1	-1	8

4 entries from above, field by field:
CC(C)n1cnc2c(NCc3cccnc3)nc(Nc3ccccc3)nc21
  GPR151 activ: 3.7	FBW7 act: -0.1	TEAD-YAP block: 4	MITF inh: 9

CCCCNC(=O)C(=O)NC(C)CCc1ccccc1 (centres undefined)
  GPR151 activ: 0.1	FBW7 act: 0.1	TEAD-YAP block: -1	MITF inh: 8

COc1ccccc1NC(=S)N1CCc2cc(OC)c(OC)cc2C1COc1ccccc1OC (centres undefined)
  GPR151 activ: -1.6	FBW7 act: 0.3	TEAD-YAP block: 0	MITF inh: 11

Fc1ccccc1CN1CCN(Cc2c[nH]c3ccccc23)CC1
  GPR151 activ: 2.2	FBW7 act: 0.2	TEAD-YAP block: 15	MITF inh: 65*

(continued)
SMILES	GPR151 activ	FBW7 act	TEAD-YAP block	MITF inh
C=CCn1c2ccccc2n2cc(-c3ccc([N+](=O)[O-])cc3)nc12	0.0	-0.1	2	5
Cc1ccc2c(c1)c1nnc(SCC(=O)NC(C)C)nc1n2C	-0.3	1.2	4	19
COc1ccc(NC(=O)C2(C)CC2(Cl)Cl)cc1OC (centres undefined)	0.6	0.7	-1	17
CCOc1cccc2cc(C(=O)Nc3ccccc3F)c(=Nc3ccc(C(=O)O)cc3)oc12	0.6	-0.2	-1	-5
O=[N+]([O-])c1ccc(N/N=C/c2cccs2)c(S(=O)(=O)N2CCOCC2)c1	-0.5	-0.1	-9	-8
C=CCN(CC=C)C(=O)C(C)Sc1nnc2c(n1)[nH]c1ccccc12 (centres undefined)	-0.2	0.6	-2	24
CCOC(=O)C1CCN(c2cc(C)c3cc(SC)ccc3n2)CC1	-0.4	0.7	-40	-24
O=C(CNC(=O)c1ccc([N+](=O)[O-])cc1)N/N=C/c1ccc(F)cc1	0.4	0.1	0	-13
O=C(NC(=S)Nc1cccnc1)c1ccc2c(c1)OCO2	0.1	0.1	-21	-1
CC(C)(CNC(=O)c1ccncc1)CNC(=O)c1ccncc1	-0.5	0.2	0	28
CCOc1ccccc1Nc1c(-c2ccc(C)cc2)c(=O)c1=O	-1.1	0.0	-1	3
CCCCOc1ccc(CSc2nnc(C)n2N)cc1	-1.5	0.0	-41	-7
CCCC(=O)Nc1ccc2c(c1)OCC(C)(C)C(=O)N2CC	1.1	0.0	-4	-1
CCOC(=O)c1[nH]c2c(c1C)C(=O)CC(c1ccccc1)C2 (centres undefined)	0.5	0.2	47*	-10
COC(=O)C1=C(C)Nc2nnnn2C1c1ccc(N(C)C)cc1 (centres undefined)	0.5	0.1	1	3
CC(C)NCC(=O)N(c1ccccc1)N1CCOCC1	-0.1	0.2	-2	12
Cc1cc(Oc2nc3ccccn3c(=O)c2/C=C(\C#N)C(=O)N2CCCCC2)ccc1Cl	4.6	0.3	10	1
Cc1cc(C)c(C(=O)CSc2nnc(C)c(=O)[nH]2)cc1C	-1.8	0.2	3	18
Cn1cnnc1Sc1nc2c(c(=O)n(C)c(=O)n2C)n1Cc1ccc(F)cc1	-1.8	-0.1	-2	5
CCCCC1CCC(C(=O)OCC(=O)c2ccc(Br)cc2)CC1 (centres undefined)	0.3	-0.2	9	4
Cc1nn2c(NCc3ccncc3)c3c(nc2c1-c1ccccc1)CCC3	0.0	-0.2	-23	2
Cc1ccc(S(=O)(=O)N2CCC(c3nc(-c4ccc(Br)cc4)no3)CC2)cc1	0.0	-0.1	-1	9
Nc1nc(SCC(=O)CSc2n[nH]c(N)n2)n[nH]1	0.4	0.1	2	-7
Cc1onc(C(=O)N2C(C)CCCC2C)c1[N+](=O)[O-] (centres undefined)	0.3	-0.3	4	0
CCn1cc(C=C2C(=O)N(C)C(=S)N(C)C2=O)c2ccccc21	1.2	-0.2	-8	-16
COc1cc2c(cc1NC(=O)CCCCCN1C(=O)CCC1=O)oc1ccccc12	0.0	-0.1	-11	3
COc1ccc(C(=O)COC(=O)CCC(=O)Nc2ccc(C)c(Cl)c2)cc1	0.8	-0.1	-1	-1
Cc1cc(C)nc(/N=C(\N)N2CCOCC2)n1	-0.3	0.3	5	17
CCC1CCCCN1CCCNC(=O)CSc1cc(=O)n(CC)c2ccccc12 (centres undefined)	0.7	-0.2	1	9
CCCCc1nc(SCC(=O)Nc2nc(-c3ccc(Br)cc3)cs2)n[nH]1	-0.9	0.3	-27	22
COCCNC(=O)CN1CCC(NC(=O)c2ccc(OC)cc2)CC1	0.3	-0.1	-8	35
O=C(NCCCN1CCOCC1)c1ccc2c(Cl)c3c(nc2c1)CCCC3	-0.2	0.0	-4	-7
Nc1cccc(-c2nc(C(=O)NCCO)cs2)c1	-2.2	-0.2	4	25
CCc1nn(CC(=O)NCc2cccs2)c(=O)c2cc3ccsc3n12	-1.0	-0.1	2	0
Cc1ccc(C(=O)N/C(=C\c2sccc2C)C(=O)NCCCN2CCOCC2)cc1	2.5	-0.1	9	12
Cc1ccc2oc(-c3cc(NC(=O)c4ccc(F)cc4)ccc3Cl)nc2c1	-0.2	0.0	-11	-2
Cc1ccc(-n2c(=O)[nH]cc(C(=O)Nc3ccc(Br)cc3)c2=O)cc1	1.0	-0.2	7	9
O=C(C1CCCN(S(=O)(=O)N2CCCC2)C1)N1CCN(c2ncccn2)CC1 (centres undefined)	-0.3	0.4	-5	8
COCCNC(=S)N1CCN(Cc2cccc(OC)c2)CC1	2.9	1.5	-9	-2
COc1ccc(Cl)cc1-c1nc(-c2ccc([N+](=O)[O-])cc2)no1	-0.4	0.1	0	9
O=C(NNC(=O)c1ccccc1[N+](=O)[O-])c1ccc(NC(=O)c2ccccc2)cc1	3.8	-0.1	-1	13
CN(C)C(=O)COC(=O)c1ccc([N+](=O)[O-])cc1Cl	0.5	0.1	-2	-4
